Mtb BioA inh – blocks M. tuberculosis BioA enzyme activity | purified M. tuberculosis BioA enzyme, plate reader | inhibition, % at 9.99 µM | hit rate 0.096% among 360,000; in the data active = inhibition above about 40%
TcdB inh – inhibitors of Clostridioides difficile toxin B glycohydrolase. P18177. TcdB glycohydrolase enzymatic assay, plate reader. inhibition, % at 9.99 µM. hit rate 0.24% among 350,000. AID 652162; in the data active = inhibition above about 10%
* = called active by the depositor. Only part of the results is shown, so the mix of outcomes need not match the whole.

Fields – Mtb BioA inh | TcdB inh
1) C[C@H]1CN([C@@H](C)CO)C(=O)c2cc(NC(=O)c3ccncc3)ccc2O[C@@H]1CN(C)Cc1ccc2c(c1)OCO2
    0.5 | 0.3
2) Cc1ccc(S(=O)(=O)N(C)C[C@@H]2Oc3ccc(NS(C)(=O)=O)cc3C(=O)N([C@@H](C)CO)C[C@@H]2C)cc1
    6.1 | 1.1
3) CCCNC(=O)[C@@H]1[C@@H](CO)[C@@H]2Cn3c(ccc(C4=CCCC4)c3=O)[C@H]1N2C(C)=O
    -2.1 | 0.3
4) C[C@H](O)C#Cc1ccc2c(c1)O[C@@H](CN(C)C(=O)C1CCCCC1)[C@H](C)CN([C@H](C)CO)S2(=O)=O
    2.6 | -0.8
5) COc1ccc(NC(=O)N(C)C[C@@H]2OCCCC[C@@H](C)Oc3ccc(NC(=O)Nc4c(C)noc4C)cc3C(=O)N([C@@H](C)CO)C[C@H]2C)cc1
    0.2 | -0.7
6) CCNC(=O)C[C@H]1CC[C@@H]2[C@H](COc3ccc(NC(=O)Nc4c(C)noc4C)cc3C(=O)N2C)O1
    3.4 | -4.1
7) COc1ccccc1-c1ccc([C@@H]2[C@@H](CO)N3CCCCN(Cc4ccncc4)C[C@H]23)cc1
    -1.8 | 0.2
8) CCCNC(=O)C[C@@H]1CC[C@H]2[C@@H](COC[C@@H](O)CN2Cc2ccc(Cl)c(Cl)c2)O1
    0.4 | -0.8
9) COCC#Cc1cnc2c(c1)C(=O)N([C@@H](C)CO)C[C@H](C)[C@H](CN(C)C(=O)Cc1ccncc1)O2
    -2.2 | 0.5
10) O=C(C[C@H]1CC[C@H]2[C@@H](COC[C@@H](O)CN2C(=O)c2ccncc2)O1)NC1Cc2ccccc2C1
    -0.5 | 0.9
11) O=C(C[C@@H]1CC[C@@H]2[C@H](COC[C@@H](O)CN2S(=O)(=O)c2ccc(F)cc2)O1)NCc1ccc(Cl)c(Cl)c1
    2.6 | 1.2
12) C[C@H]1CN([C@@H](C)CO)S(=O)(=O)c2ccc(C#CC(C)(C)O)cc2O[C@H]1CN(C)Cc1ccc(-c2ccccc2)cc1
    5.0 | -0.1
13) CC(C)NC(=O)N(C)C[C@@H]1Oc2c(NC(=O)c3nc4ccccc4s3)cccc2C(=O)N([C@H](C)CO)C[C@@H]1C
    -1.1 | -0.3
14) C[C@@H]1CN([C@@H](C)CO)C(=O)Cc2cc(NC(=O)Cc3cn(C)c4ccccc34)ccc2O[C@@H]1CN(C)S(=O)(=O)c1cn(C)cn1
    0.9 | 0.1
15) CCCNC(=O)N1C[C@@H](C)[C@H](OC)CN(C)C(=O)c2cc(NC(=O)CC)ccc2OC[C@@H]1C
    -0.3 | 0.3
16) COc1ccc(CN(C)C[C@@H]2Oc3c(NS(=O)(=O)c4cccs4)cccc3C(=O)N([C@@H](C)CO)C[C@@H]2C)cc1
    8.1 | -1.1
17) CC(C)C#Cc1ccc2c(c1)O[C@@H](CN(C)C(=O)CN(C)C)[C@H](C)CN([C@H](C)CO)S2(=O)=O
    -0.7 | -5.3
18) C[C@@H]1CN([C@@H](C)CO)C(=O)c2cc(-c3ccc(C#N)cc3)cnc2O[C@H]1CN(C)CC1CCOCC1
    0.2 | -0.6
19) COc1ccccc1NC(=O)Nc1ccc2c(c1)C(=O)N(C)C[C@H](OC)[C@@H](C)CN[C@@H](C)CO2
    0.5 | -0.2
20) COc1ccc(CN(C)C[C@@H]2OCCCC[C@H](C)Oc3ccc(NC(=O)Nc4ccc(C(F)(F)F)cc4)cc3C(=O)N([C@H](C)CO)C[C@H]2C)cc1
    -1.0 | -0.8
21) COCC(=O)N(C)C[C@@H]1Oc2ncc(-c3ccccc3C)cc2C(=O)N([C@@H](C)CO)C[C@H]1C
    -6.5 | 0.8
22) C[C@H]1CN([C@@H](C)CO)C(=O)c2cc(NC(=O)CCN3CCOCC3)ccc2O[C@H]1CN(C)S(C)(=O)=O
    -1.9 | 1.0
23) COc1ccccc1NC(=O)N(C)C[C@@H]1Oc2ncc(C#CCC(C)C)cc2C(=O)N([C@H](C)CO)C[C@H]1C
    11.4 | -0.7
24) C[C@@H]1CN([C@H](C)CO)C(=O)c2cc(C#CCN(C)C)cnc2O[C@H]1CN(C)C(=O)c1ccc(F)cc1
    2.0 | -0.4
25) C[C@@H]1CN([C@H](C)CO)C(=O)c2cc(NC(=O)Nc3ccc(F)cc3)ccc2O[C@@H]1CN(C)Cc1ccc(C(=O)Nc2ccccc2N)cc1
    2.7 | -1.3
26) CC=Cc1ccc2n(c1=O)C[C@H]1[C@H](CO)[C@@H](C(=O)NCC)N(C(=O)C3CCOCC3)[C@@H]21 (mixture of isomers)
    -0.2 | 0.1
27) C[C@H](CO)N1C[C@H](C)[C@@H](CN(C)Cc2cccnc2)Oc2cc(-c3ccncc3)ccc2S1(=O)=O
    5.0 | 0.5
28) CCCC(=O)Nc1ccc2c(c1)C(=O)N(C)C[C@H](OC)[C@@H](C)CN(C(=O)C1CCCC1)[C@H](C)CO2
    2.1 | 0.0
29) C[C@H](CO)N1C[C@H](C)[C@H](CN(C)S(=O)(=O)c2cccs2)Oc2ccc(NS(C)(=O)=O)cc2CC1=O
    -2.4 | -0.2
30) COc1cccc(S(=O)(=O)N[C@H]2CC[C@H](CCNC(=O)Nc3cc(F)ccc3F)O[C@@H]2CO)c1
    0.9 | -0.6

Full records, looked up by structure:
`COCC(=O)N(C)C[C@@H]1Oc2ncc(-c3ccccc3C)cc2C(=O)N([C@@H](C)CO)C[C@H]1C` as listed: Mtb BioA inh = -6.5; TcdB inh = 0.8
`C[C@H](CO)N1C[C@H](C)[C@H](CN(C)S(=O)(=O)c2cccs2)Oc2ccc(NS(C)(=O)=O)cc2CC1=O` as listed: Mtb BioA inh = -2.4; TcdB inh = -0.2

(further entries)
Fields – Mtb BioA inh | TcdB inh
31) CC(C)NC(=O)Nc1ccc2c(c1)C(=O)N([C@@H](C)CO)C[C@H](C)[C@H](CN(C)C(=O)NC(C)C)O2
    -2.3 | -0.4
32) C[C@H](CO)N1C[C@H](C)[C@H](CN(C)S(=O)(=O)c2ccc(Cl)cc2)Oc2ccc(NS(=O)(=O)c3cn(C)cn3)cc2CC1=O
    -5.0 | 0.6
33) COc1ccc(S(=O)(=O)Nc2ccc3c(c2)C(=O)N([C@@H](C)CO)C[C@@H](C)[C@@H](CN(C)C(=O)Nc2ccc(C(F)(F)F)cc2)OCCCC[C@@H](C)O3)cc1
    -3.1 | 0.5
34) C[C@H]1CN([C@@H](C)CO)C(=O)c2cc(NC(=O)CCCN(C)C)ccc2O[C@@H]1CN(C)S(=O)(=O)c1ccccc1
    1.1 | -1.9
35) C[C@@H]1CN([C@H](C)CO)C(=O)Cc2cc(NS(=O)(=O)c3ccc(Cl)cc3)ccc2O[C@@H]1CN(C)S(=O)(=O)c1ccccc1
    -2.4 | -0.2
36) COc1ccc(NC(=O)Nc2ccc3c(c2)CC(=O)N([C@@H](C)CO)C[C@H](C)[C@H](CN(C)Cc2ccncc2)O3)cc1
    -3.1 | -1.4
37) CC(C)NC(=O)N(C)C[C@@H]1Oc2ccc(NC(=O)CCC(F)(F)F)cc2C(=O)N([C@H](C)CO)C[C@@H]1C
    0.3 | 0.6
38) C[C@@H]1CN([C@@H](C)CO)C(=O)c2cc(-c3cncnc3)cnc2O[C@@H]1CN(C)C(=O)c1cccc(F)c1
    -3.3 | 0.1
39) COc1ccc(CN(C)C[C@@H]2OCCCC[C@@H](C)Oc3ccc(NC(=O)c4ccncc4)cc3C(=O)N([C@@H](C)CO)C[C@H]2C)cc1
    0.7 | 0.1
40) O=C(Nc1ccccc1F)N[C@@H]1CC[C@@H](CCNS(=O)(=O)c2ccc(Cl)cc2)O[C@H]1CO
    -0.4 | 0.9
41) COc1ccccc1NC(=O)N[C@H]1CC[C@@H](CCNS(=O)(=O)c2ccc(F)cc2)O[C@@H]1CO
    3.7 | 0.0
42) CC(C)NC(=O)N(C)C[C@@H]1Oc2c(NC(=O)C3CC3)cccc2C(=O)N([C@H](C)CO)C[C@H]1C
    -2.0 | -0.3
43) C[C@H](CO)N1C[C@H](C)[C@@H](CN(C)Cc2ccc(C(F)(F)F)cc2)Oc2ccc(NS(=O)(=O)c3ccccc3)cc2CC1=O
    -5.6 | -2.4
44) COc1ccc(S(=O)(=O)Nc2ccc3c(c2)C(=O)N([C@H](C)CO)C[C@@H](C)[C@H](CN(C)C(=O)Nc2ccc4c(c2)OCO4)OCCCC[C@@H](C)O3)cc1
    -0.5 | 0.3
45) O=C(C[C@@H]1C=C[C@H](NC(=O)Nc2ccc3c(c2)OCO3)[C@H](CO)O1)NCc1ccc2c(c1)OCO2
    -0.9 | -0.7
46) CO[C@H]1CN(C)C(=O)c2ccc(NC(=O)c3nc4ccccc4s3)cc2OC[C@H](C)N(Cc2cncnc2)C[C@H]1C
    0.0 | -0.3
47) C[C@H]1CN([C@@H](C)CO)C(=O)c2cccc(NC(=O)NC3CCCCC3)c2O[C@@H]1CN(C)S(C)(=O)=O
    -2.9 | 0.3
48) C[C@@H]1CCCCO[C@H](CN(C)C(=O)C2CCCCC2)[C@@H](C)CN([C@@H](C)CO)C(=O)c2cc(NC(=O)NC3CCCCC3)ccc2O1
    3.4 | -17.3
49) C[C@H](CO)N1C[C@H](C)[C@@H](CN(C)Cc2ccc(-c3ccccc3)cc2)Oc2ccc(NC(=O)c3ccncc3)cc2C1=O
    -3.6 | 1.0
50) Cc1noc(C)c1NC(=O)N(C)C[C@H]1OCCCC[C@H](C)Oc2ccc(NC(=O)Cc3ccccc3)cc2C(=O)N([C@@H](C)CO)C[C@@H]1C
    0.1 | 0.0
51) C[C@@H]1CN([C@H](C)CO)C(=O)Cc2cc(NC(=O)Cn3cnnn3)ccc2O[C@H]1CN(C)C(=O)Nc1ccccc1
    3.3 | -0.3
52) Cc1ccc(S(=O)(=O)N(C)C[C@@H]2OCCCC[C@H](C)Oc3ccc(NC(=O)CCCN(C)C)cc3C(=O)N([C@H](C)CO)C[C@@H]2C)cc1
    -2.6 | 0.5
53) C[C@H](CO)N1C[C@H](C)[C@@H](CN(C)Cc2ccc(C(F)(F)F)cc2)Oc2ccc(NC(=O)Nc3cccc4ccccc34)cc2CC1=O
    -1.1 | 0.9
54) C[C@H](CO)N1C[C@H](C)[C@H](CN(C)Cc2cccc3c2OCCCO3)OCc2cn(nn2)CCCC1=O
    -2.8 | 0.4
55) C[C@@H]1CCCCO[C@@H](CN(C)Cc2ccc3c(c2)OCO3)[C@@H](C)CN([C@@H](C)CO)C(=O)c2cc(NC(=O)Nc3ccc(F)cc3)ccc2O1
    -1.7 | -0.2
56) CCCN1C[C@@H](C)[C@@H](OC)CN(C)C(=O)c2ccc(NC(=O)c3ccccc3)cc2OC[C@H]1C
    -0.5 | 0.0
57) CN(C)C(=O)c1cccc(-c2ccc([C@H]3[C@H](C#N)N(C(=O)C4CCC4)[C@H]3CO)cc2)c1
    5.7 | -1.6
58) CO[C@@H]1CN(C)C(=O)c2ccc(NS(=O)(=O)CC(F)(F)F)cc2OC[C@H](C)N(C)C[C@@H]1C
    -1.5 | -0.9
59) CO[C@@H]1CN(C)C(=O)c2cc(NC(=O)C3CC3)ccc2OC[C@@H](C)N(C(=O)c2ccccc2)C[C@H]1C
    -0.5 | 0.2
60) COc1ccc(NC(=O)N(C)C[C@@H]2Oc3ccc(NC(=O)c4ccncc4)cc3CC(=O)N([C@H](C)CO)C[C@H]2C)cc1
    0.1 | -0.2
61) O=C(Nc1ccccc1F)N1CCCCN2[C@H](CO)[C@H](c3ccc(/C=C/c4ccccc4)cc3)[C@@H]2C1
    -1.6 | -0.6
62) COc1cccc(-c2cnc3c(c2)C(=O)N([C@H](C)CO)C[C@@H](C)[C@@H](CN(C)Cc2ccc(F)cc2)O3)c1
    5.2 | 0.6
63) Cc1noc(C)c1NC(=O)Nc1cccc2c1O[C@H](CN(C)Cc1ccc(C(F)(F)F)cc1)[C@H](C)CN([C@H](C)CO)C2=O
    0.5 | -0.7
64) C[C@@H]1CN([C@@H](C)CO)C(=O)CCCn2cc(nn2)CO[C@H]1CN(C)Cc1ccccc1C(=O)O
    -5.9 | -0.5
65) CO[C@@H]1CN(C)C(=O)c2cc(NC(=O)c3ccc(F)cc3)ccc2OC[C@@H](C)N(C(=O)c2ccc(F)cc2)C[C@@H]1C
    -0.2 | 1.5
66) COc1ccccc1CN1[C@H](CO)[C@@H]2c3ccccc3N(C(=O)C3CC3)C[C@@H]21
    -1.3 | 0.7
67) C[C@H]1CN([C@@H](C)CO)S(=O)(=O)c2ccc(C#CCC3CCCC3)cc2O[C@H]1CN(C)C(=O)c1ccccn1
    3.0 | 0.3
68) Cc1ccc(S(=O)(=O)N(C)C[C@H]2OCCCC[C@@H](C)Oc3ccc(NC(=O)Nc4ccc(C(F)(F)F)cc4)cc3C(=O)N([C@@H](C)CO)C[C@@H]2C)cc1
    -1.4 | -0.6
69) CO[C@@H]1CN(C)C(=O)c2ccc(NC(=O)C3CCC3)cc2OC[C@@H](C)N(C(=O)c2ccccc2)C[C@H]1C
    -0.5 | 0.1
70) C[C@H](CO)N1C[C@H](C)[C@H](CN(C)C(=O)Nc2ccccc2)Oc2ncc(C#CCN(C)C)cc2C1=O
    -0.4 | 0.7
71) C[C@@H]1CN([C@@H](C)CO)C(=O)Cc2cc(NS(=O)(=O)c3ccc(F)cc3)ccc2O[C@@H]1CN(C)CC1CC1
    -5.2 | 0.3

In the list so far, these contain a Cl atom:
Fields – Mtb BioA inh | TcdB inh
8) CCCNC(=O)C[C@@H]1CC[C@H]2[C@@H](COC[C@@H](O)CN2Cc2ccc(Cl)c(Cl)c2)O1
    0.4 | -0.8
11) O=C(C[C@@H]1CC[C@@H]2[C@H](COC[C@@H](O)CN2S(=O)(=O)c2ccc(F)cc2)O1)NCc1ccc(Cl)c(Cl)c1
    2.6 | 1.2
32) C[C@H](CO)N1C[C@H](C)[C@H](CN(C)S(=O)(=O)c2ccc(Cl)cc2)Oc2ccc(NS(=O)(=O)c3cn(C)cn3)cc2CC1=O
    -5.0 | 0.6
35) C[C@@H]1CN([C@H](C)CO)C(=O)Cc2cc(NS(=O)(=O)c3ccc(Cl)cc3)ccc2O[C@@H]1CN(C)S(=O)(=O)c1ccccc1
    -2.4 | -0.2
40) O=C(Nc1ccccc1F)N[C@@H]1CC[C@@H](CCNS(=O)(=O)c2ccc(Cl)cc2)O[C@H]1CO
    -0.4 | 0.9

Assay outcomes (PubChem BioAssay)
